Bioassay records deposited in PubChem BioAssay by National Center for Advancing Translational Sciences (NCATS).
TGFb inhibitor: blocks TGF-b signaling; hit rate 1.2% among 410,000; HepG2 CAGA-GFP TGF-b/SMAD3 reporter, GFP fluorescence, 18 h; TGF-beta stimulated, 500 pg/mL final; Potency, µM (doses to about 46.1 µM), for inactives: at the top dose activity, negative = inhibition, actives largely listed as inhibitors; also: potency is read from the fitted curve at half-maximal effect; % is scaled to controls: 0 for no effect and ±100 for the full control effect; nearly all actives have a fitted effect of over 65% in size
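Inhibition of TGF-beta-driven CAGA-GFP reporter expression in HEPG2 cells is measured by cellular GFP fluorescence after 18 h stimulation with 500 pg/mL recombinant TGF-beta in 1% FBS medium at 37 degrees C.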
MmCpn inh: M. maripaludis TRiC chaperonin inhibition | purified Mm-Cpn ATPase, ADP Transcreener TR-FRET | hit rate 0.031% among 330,000 | AID 504842 | Potency, µM (titrated, usually from 76.9 µM), without a hit: top-dose activity, negative = inhibition, usual class: inhibitors; also: potency is read from the fitted curve at half-maximal effect; % is scaled to controls: 0 for no effect and ±100 for the full control effect; nearly all actives have a fitted effect of over 80% in size
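Quantitative HTS used 25 nM Mm-CPN and 10 uM ATP in magnesium/KCl Tris buffer, pH 7.4, with 1 mM DTT. Hydrolysis ran 30 min at 37°C; ADP was read by HTRF.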
A549 tox: kills or reduces viability of A549 cells in Nrf2 counter-screen; A549 ARE-Fluc cells, CellTiter-Fluor viability, 18-24 h; Potency, µM (titrated, usually from 46 µM), inactives show at the highest dose activity change, negative = cytotoxicity, hits mostly inhibitors; hit rate 0.16% among 390,000; AID 504648; also: potency is read from the fitted curve at half-maximal effect; % is scaled to controls: 0 for no effect and ±100 for the full control effect
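A549 ARE_Fluc cells in 5% FBS OPTI-MEM were exposed to compounds in concentration-response for 18-24 h at 37 deg C. Viability was read by CellTiter-Fluor fluorescence (Ex 405/Em 525) after 30 min, before the luciferase read.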
Nrf2 block: Nrf2 pathway inhibition; Potency, µM (highest dose often 46 µM), for inactives: at the top dose activity change, negative = inhibition, hits mostly inhibitors; AID 504444; hit rate 2.1% among 360,000; A549 ARE-Fluc reporter, luciferase luminescence, 18-24 h; also: potency is read from the fitted curve at half-maximal effect; % is scaled to controls: 0 for no effect and ±100 for the full control effect; nearly all actives have a fitted effect of over 60% in size
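Cells were seeded and rested 2 h, then exposed to compounds for 18-24 h. CellTiter-Fluor was read first as a viability measure. BugLite was added 15 min before the final luminescent read of ARE-luciferase activity in A549 cells.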
HepG2 tox: kills HepG2 cells in TGF-b inhibitor counter-screen; hit rate 0.76% among 410,000; HepG2 CAGA-GFP viability, ATP luminescence, 18 h; AID 588856; Potency, µM (highest dose often 46.1 µM), for inactives: top-dose activity change, negative = cytotoxicity, usual class: cytotoxic; also: potency is read from the fitted curve at half-maximal effect; some results filed as inactive show a strong effect at the top dose
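CellTiter-Glo luminescence gave cytotoxicity after 18 hours at 37 degrees C. The cells were HepG2 CAGA-GFP in 1% FBS DMEM, stimulated with 500 pg/mL TGF-beta after compound addition. %Activity was normalised to no-cell wells (complete cell-killing) and DMSO (no toxicity), and curves were fitted and classified.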
Abeta rescue: restores growth of yeast expressing A-beta42 peptide; yeast expressing A-beta42, growth rescue, OD600, 48 h; response scale: 0% DMSO, 100% iron-clioquinol control; Potency, µM (doses to about 46.1 µM), without a hit: at the top dose growth rescue, hits mostly activators; hit rate 0.063% among 410,000; also: potency is read from the fitted curve at half-maximal effect; nearly all actives have a fitted effect of over 55% in size
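Growth rescue measured by 600 nm absorbance after 48 h yeast culture at 30 C with compound. Values normalized between DMSO and an equimolar ferric chloride plus clioquinol control.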
Nrf2 activator: Nrf2 pathway activation; AREc32 ARE-luciferase reporter (MCF7-derived line), luminescence, 24 h; Potency, µM (doses to about 46.1 µM), without a hit: top-dose activation, usual class: activators; hit rate 0.31% among 410,000; also: potency is read from the fitted curve at half-maximal effect; % of control where 0% means no effect; nearly all actives have a fitted effect of over 65% in size
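AREc32 cells carrying an ARE-driven firefly luciferase reporter were seeded at 1000 cells/well in OPTI-MEM with 5% FBS, then exposed to compound for 24 hr at 37 deg C. Luminescence was read with Steady-Glo after 30 min at RT.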
Akt phos inh: inhibitors of Akt phosphorylation; Neuro2A IGF-stimulated pAkt S473 HTRF, 20 min; hits give low values; activity change, % for hits at 50 µM; hit rate 0.32% among 360,000; AID 651550; in the data active = activity change below about -80%; inconclusive = mostly about -51% to -80%; also: % is scaled to controls: 0 for no effect and ±100 for the full control effect
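Neuro2A cells in DMEM with 0.5% FBS, overnight at 37 deg C, given compound at single 50 µM final, then IGF (6 nM final) for 20 min at 37 deg C. Lysed; phospho-Akt Ser473 by HTRF after 24 h, 665/615 ratio.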
CCT chaperon mod: changes cytosolic chaperonin activity | purified chaperonin ATPase assay, HTRF ADP detection, 30 min | activity change, % (no concentration beside the values), hits read low | hit rate 0.3% among 360,000; in the data active = activity change below about -30%; also: % is scaled to controls: 0 for no effect and ±100 for the full control effect
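First, chaperonin was dispensed at 40 nM or 20 nM final depending on batch activity. Next, compounds were pinned at 76 uM and ATP added at 10 uM. After 30 min at 37 °C, ADP detection reagents ran 30 min at ambient temperature.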
An asterisk follows results filed as active; i = inactive; ? = inconclusive; · = no result given; & = joins results of further samples; [ ] = dose if it differs, or a comment. Unless noted, calls follow the shape of the dose curve; as a rule, active = well fitted curve in the direction sought with a large enough effect; inconclusive = small, poorly fitted or top-dose-only effect, or another doubt; inactive = no such curve, though single readings can be large; an effect the other way counts as inactive or inconclusive. Random draw from the library; overall some 4.3% were active at least once.

SMILES	TGFb inhibitor	MmCpn inh	A549 tox	Nrf2 block	HepG2 tox	Abeta rescue	Nrf2 activator	Akt phos inh	CCT chaperon mod
C=CCNC(=O)C1CCN(c2ccc(S(=O)(=O)N3CCOCC3)cc2[N+](=O)[O-])CC1	-15.2%	-0.8%	-3.0%	-12.5%	-1.1%	-1.0%	-0.7%	i	-2.5
O=C(CCl)Nc1cccn2ncnc12	?	-0.9%	-13.1%	?	-48.8%	0.4%	?	i	-2.6
Cn1c(C(=O)NC2CCCCCC2)cc2c(=O)n(C)c3ccccc3c21	16.8%	-0.3%	-8.6%	3.8%	-0.4%	0.2%	4.2%	i	0.5
CC(C)[C@H](NS(=O)(=O)c1cccc(Cl)c1)C(=O)OCC(=O)NC(=O)CN1CCCC1=O	12.7%	-1.5%	-1.1%	?	4.8%	-22.6%	-0.2%	i	-0.2
CC1CCCN(c2csc3ccccc3c2=O)C1 (stereo not drawn)	-0.9%	·	-15.8%	·	-3.2%	-12.2%	18.3%	·	·
CN(Cc1ccncn1)C(=O)CC1C(=O)NCCN1Cc1cccc(Oc2ccccc2)c1 (stereo not drawn)	-1.2%	-3.5%	4.4%	-4.0%	5.5%	13.5%	0.1%	i	-5.2
Cc1cccc(-n2c(=O)c3ccccc3n(Cc3ccc(F)cc3)c2=O)c1	-5.4%	·	-8.8%	1.0%	-2.6%	10.7%	0.9%	·	·
Cc1cc(Nc2c(C)n(C)n(-c3ccccc3)c2=O)n2c(nc3cc(F)c(F)cc32)c1C#N	-0.1%	-2.0%	-5.4%	4.4%	12.0%	10.8%	-1.3%	i	-0.6
CC(C)CNC(CC(=O)Nc1cccc([N+](=O)[O-])c1)C(=O)O (stereo not drawn)	0.0%	-1.1%	-1.6%	-0.3%	-19.3%	16.5%	-0.6%	i	-1.1
COc1ccc(NC(=S)NC(NC(=O)c2cccc(C)c2)C(Cl)(Cl)Cl)c([N+](=O)[O-])c1 (stereo not drawn)	-13.2%	2.3%	-18.2%	?	-37.1%	-1.4%	-0.4%	i	0.2
Nc1nccc(/C=C/c2ccc(Cl)cc2)n1	?	-2.9%	0.0%	?	-38.1%	-31.5%[inhibitor]	?	i	1.2
NC(=O)c1ccc(NC(=O)c2cnc3ccccc3n2)cc1	11.3%	-4.0%	?	?	1.1%	-1.0%	6.5%	i	-1.2
O=C(NCCc1ccccc1)/C(=C\c1ccc([N+](=O)[O-])cc1)NC(=O)c1ccccc1	5.9%	-0.2%	-6.4%	16.4%	5.6%	10.7%	-0.2%	i	-3.4
O=C1NCC(c2ccccc2)C1C(=O)N/N=C\c1ccc(-c2ccc(Cl)c(Cl)c2)o1 (stereo not drawn)	?	0.0%	?	?	-111.0%	23.1%	7.8%	i	-1.1
Cc1onc(-c2ccccc2)c1C(=O)OCC(=O)N1CCN(c2ccccc2)CC1	1.7%	2.0%	0.4%	?	2.3%	2.3%	0.1%	i	0.1
CCc1cccc(NC(=O)Cc2nc(-c3ccc(OC)cc3)no2)c1	5.5%	·	8.1%	-4.6%	-19.6%	-13.9%	0.5%	·	·
CC1(C)SC(=S)N(NC(=O)Nc2ccccc2)C1N(O)C(=O)Nc1ccccc1 (stereo not drawn)	-15.9%	2.9%	2.7%	-28.7%	-19.1%	13.5%	-0.7%	i	-0.5
Cc1ccc(C(=O)NNC(=O)c2ccc(C)cc2)cc1	16.8%	1.8%	9.1%	4.2%	-0.8%	-6.0%	3.1%	i	3.5
COc1ccc(S(=O)(=O)Nc2cccc3cccnc23)cc1	7.08µM*	·	?	?	-32.9%	·	·	·	·
O=C(O)c1ccc(N/N=C/c2c[nH]c3ccccc23)cc1	5.2%	-13.4%	4.3%	?	6.7%	-20.1%	-1.4%	i	-4.6
N=C1C(c2ccccc2)=C(O)CN1NC(=O)c1ccccc1	3.3%	-0.1%	-3.1%	-16.4%	-0.4%	-10.9%	0.5%	i	0.0
O=C(Cn1c(=O)cnc2ccccc21)NCC(=O)Nc1ccc(F)c(F)c1	-8.8%	1.0%	-1.0%	8.0%	4.8%	-10.9%	-0.4%	i	0.4
CCN(C(=O)COC(=O)C12CC3CC(CC(NC(C)=O)(C3)C1)C2)C1CCCCC1	-3.4%	-1.5%	-2.8%	2.7%	0.9%	6.3%	-0.1%	i	1.5
O=C(CNC(=O)OCc1ccccc1)Nc1ccc(F)cc1	12.9%	-1.2%	1.0%	-2.6%	-10.3%	-3.5%	-1.0%	i	-2.7
Cc1ccc(-c2noc(CN(C(=O)CCCN3C(=O)c4ccccc4C3=O)C(C)C)n2)cc1	-8.0%	·	-1.4%	-27.7%	-46.5%	-12.9%	-0.6%	i	-1.5

A section of the results above:
SMILES	TGFb inhibitor	MmCpn inh	A549 tox	Nrf2 block	HepG2 tox	Abeta rescue	Nrf2 activator	Akt phos inh	CCT chaperon mod
CCN(C(=O)COC(=O)C12CC3CC(CC(NC(C)=O)(C3)C1)C2)C1CCCCC1	-3.4%	-1.5%	-2.8%	2.7%	0.9%	6.3%	-0.1%	i	1.5
O=C(CNC(=O)OCc1ccccc1)Nc1ccc(F)cc1	12.9%	-1.2%	1.0%	-2.6%	-10.3%	-3.5%	-1.0%	i	-2.7
Cc1ccc(-c2noc(CN(C(=O)CCCN3C(=O)c4ccccc4C3=O)C(C)C)n2)cc1	-8.0%	·	-1.4%	-27.7%	-46.5%	-12.9%	-0.6%	i	-1.5

Later entries:
SMILES	TGFb inhibitor	MmCpn inh	A549 tox	Nrf2 block	HepG2 tox	Abeta rescue	Nrf2 activator	Akt phos inh	CCT chaperon mod
O=C(COc1ccccc1Cl)c1ccc[nH]1	-1.5%	-3.2%	0.8%	?	-7.0%	3.1%	0.6%	i	1.1
O=C(NC1CCCCC1)c1ccccc1NC(=S)NC(=O)C1CCC1	-4.7%	4.1%	10.9%	-16.0%	4.5%	-3.2%	-0.5%	i	-2.6
C=CCNC(=S)N1CCN(c2ccccc2Cl)CC1	?	-1.6%	0.2%	?	-28.1%	?	0.0%	i	-0.3
COc1ccc(N2CCN(C(=O)c3ccc(S(=O)(=O)N4CCCCCC4)cc3)CC2)cc1	-2.7%	-1.2%	8.0%	-11.3%	5.2%	-1.2%	-0.5%	i	2.1
COc1cccc(CCNc2ncnc3c2nnn3C)c1	?	·	-7.3%	·	-44.5%	7.8%	3.8%	·	·
Cc1csc(NS(=O)(=O)c2cccc([N+](=O)[O-])c2)n1	-1.0%	-0.3%	-1.1%	?	-7.6%	-8.7%	2.1%	i	-4.6
CC(C)(C)c1ccc(-c2nc(C#N)c(N3CCC(C(N)=O)CC3)o2)cc1	5.6%	-4.0%	-18.0%	?	-31.2%	-3.6%	13.5%	i	-7.2
CCOc1ccc(N2C(=O)CC(N(CCc3ccc(OC)cc3)C(=O)c3cccc(F)c3)C2=O)cc1 (stereo not drawn)	-2.7%	-1.0%	-0.4%	8.7%	-6.8%	25.7%	6.2%	i	-0.3
CCOc1ccc(S(=O)(=O)Nc2cccc(C(=O)N(C)Cc3cccc(OC)c3OC)c2)cc1	3.2%	-3.9%	3.5%	-23.6%	-19.1%	-4.6%	-0.3%	i	1.1
C[C@@H](CO)NC(=O)c1ccc2c3n(nc2c1)-c1ccc(Cl)cc1CO3	-33.8%	-0.6%	-3.0%	6.1%	-14.4%	-10.3%	6.1%	i	-3.5
CCN1C(=O)C2(C(C(=O)c3ccc(C)o3)=C(O)C(=O)N2CCCN2CCOCC2)c2ccccc21 (stereo not drawn)	0.3%	0.4%	-0.4%	-5.0%	3.1%	21.8%	0.0%	i	0.1
Cc1ccc(N2CCN(S(=O)(=O)c3nnc(NC(=O)c4cccc(F)c4)s3)CC2)cc1	?	·	8.4%	?	-36.8%	3.3%	3.2%	·	·
Cc1ccc(NS(=O)(=O)c2cc(C(=O)Nc3cccc([N+](=O)[O-])c3)ccc2C)cc1	?	0.6%	?	?	-1.9%	10.5%	1.8%	i	0.0
COc1ccc(CN2CCC(C(=O)c3ccc(F)cc3)CC2)cc1	-3.9%	0.4%	6.2%	5.7%	-1.4%	-8.8%	-0.6%	i	0.2
Cc1ccc(C(=O)NNC(=O)c2cc(OCC(F)(F)F)ccc2OCC(F)(F)F)cc1	-0.4%	-0.6%	2.3%	5.3%	-12.9%	-0.8%	0.3%	i	-0.4
CC(C)Nc1cc(N2CCN(C3CCCCC3)CC2)c2noc3c2c1C(=O)c1ccccc1-3	-1.6%	·	0.8%	2.6%	-34.1%	-11.8%	0.7%	·	·
Cn1c(=O)c2cc(S(=O)(=O)NC(C(=O)NC3CCCCC3)c3ccccc3)ccc2n(C)c1=O (stereo not drawn)	11.2%	-0.6%	-2.0%	21.9%	9.0%	1.2%	0.4%	i	-0.2
CC(C)CC(=O)N[C@H](C(=O)N[C@H](C(=O)N[C@@H](CC(C)C)[C@@H](O)CC(=O)N[C@@H](C)C(=O)N[C@@H](CC(C)C)[C@@H](O)CC(=O)O)C(C)C)C(C)C	30.8%	0.9%&1.0%	1.2%	16.0%	-0.5%	-0.7%	-1.2%	i	-0.3
C/C(=N\Nc1nc(N)cc(Cl)n1)c1ccc(Cl)c(Cl)c1	-13.0%	-1.5%	-5.1%	-6.5%	-1.1%	-14.8%	3.2%	i	-1.9
CCCCn1c(N)c(NCCC(C)C)c(=O)[nH]c1=O	2.9%	1.1%	-1.1%	-13.8%	5.7%	0.5%	-0.1%	i	-4.9
O=C(Nc1c(-c2ccc3c(c2)OCO3)[nH][nH]c1=O)c1ccccc1	?	·	·	·	-42.4%	-3.5%	-0.6%	i	1.5
COC(=O)/C=C/c1ccc(-n2cncn2)cc1	2.8%	-1.7%	2.2%	?	0.8%	-34.1%[inhibitor]	6.4%	i	-2.9
